# Assay outcomes: PubChem, National Center for Advancing Translational Sciences (NCATS)
# HEK293 tox = cytotoxicity counter-screen for GLP-1 receptor inverse agonists; HEK293 cAMP-luciferase reporter cells, luminescence, 24 h; Potency, µM (doses to about 38.3 µM), without a hit: at the top dose activity change, negative = inhibition, actives largely listed as inhibitors; 410,000 compounds, 0.13% hits; AID 624418;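 also: loss of luciferase light is scored as toxicity; potency is read from the fitted curve at half-maximal effect; % is scaled to controls: 0 for no effect and ±100 for the full control effect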
#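 Quantitative HTS format, 1536 wells, 200 cells/uL seeded. Compounds: 23 nL, 24 h, 37 °C. Detection: luciferase reagent, luminescence at 12 min RT; decreased signal taken as cytotoxic.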
# Akt phos inh = inhibitors of Akt phosphorylation; Neuro2A IGF-stimulated pAkt S473 HTRF, 20 min; stronger effect = lower value; activity change, % for hits at 50 µM; 360,000 compounds, 0.32% hits; AID 651550; in the data active = activity change below about -80%; inconclusive = mostly about -51% to -80%; also: % is scaled to controls: 0 for no effect and ±100 for the full control effect
#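 Neuro2A cells (4,500/well, DMEM with 0.5% FBS) were treated with compound at a single 50 µM final concentration, stimulated with 6 nM IGF for 20 min at 37 °C, and lysed. Phospho-Akt Ser473 was read by HTRF as 665/615 ratio ×10^4.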
# TDP-43 yeast inh = inhibitors of TDP-43 toxicity in yeast; TDP-43 expressing yeast growth rescue, BacTiter-Glo, 24 h; 410,000 compounds, 1.8% hits; Potency, µM (series often up to 46.1 µM), for inactives: at the highest dose growth rescue (activation), actives largely listed as activators; also: potency is read from the fitted curve at half-maximal effect; % of control where 0% means no effect; nearly all actives have a fitted effect of over 50% in size
#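 Luminescence from BacTiter-Glo reports growth of TDP-43-expressing yeast after 24 hr at 30 deg C with compound. Cells were raffinose-pregrown to mid-log, then seeded in galactose medium at OD600=0.02.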
# PTHR1 agonist = agonists of human PTHR1 parathyroid hormone receptor | Q03431 | HEK293 GP2 PTHR1 cells, GloSensor cAMP luminescence, 1 h | Potency, µM (doses to about 115 µM), inactives show at the highest dose activation, hits mostly activators | 410,000 compounds, 0.075% hits | AID 743266; also: potency is read from the fitted curve at half-maximal effect; nearly all actives have a fitted effect of over 55% in size; some results filed as inactive show a strong effect at the top dose; inactives centre near -15; many of its hits are not listed in these tables
# Target sequence (Q03431 whole entry, looked up): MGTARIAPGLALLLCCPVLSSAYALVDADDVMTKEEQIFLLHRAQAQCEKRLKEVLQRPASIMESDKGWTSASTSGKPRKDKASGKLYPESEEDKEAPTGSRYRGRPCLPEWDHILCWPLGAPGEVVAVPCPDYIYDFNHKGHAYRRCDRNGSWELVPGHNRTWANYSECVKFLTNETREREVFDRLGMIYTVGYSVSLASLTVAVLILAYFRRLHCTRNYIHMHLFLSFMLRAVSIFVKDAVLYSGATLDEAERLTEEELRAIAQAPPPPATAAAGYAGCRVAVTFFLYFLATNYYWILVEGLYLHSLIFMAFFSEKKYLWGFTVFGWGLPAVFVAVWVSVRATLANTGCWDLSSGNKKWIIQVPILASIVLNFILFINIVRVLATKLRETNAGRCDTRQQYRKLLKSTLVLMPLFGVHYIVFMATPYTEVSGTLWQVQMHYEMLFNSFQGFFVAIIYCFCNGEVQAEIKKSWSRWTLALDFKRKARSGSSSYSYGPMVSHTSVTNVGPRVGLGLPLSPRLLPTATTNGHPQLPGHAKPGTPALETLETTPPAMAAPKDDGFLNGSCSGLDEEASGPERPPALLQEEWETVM
#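 HEK-293-derived GP2 cells expressing PTHR1 and a GloSensor cAMP reporter, 3,000/well, plated overnight, given luciferin plus IBMX (each 0.5 mM as added) for 1 h at 37 °C, then compound for 1 h at 37 °C. Luminescence was read after 15 min at room temperature.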
# FUS suppressor = rescues growth of FUS-expressing yeast | S. cerevisiae FUS-expressing, growth rescue, OD600, 24 h | Potency, µM (titrated, usually from 76.6 µM), for the others: at the highest dose growth rescue (activation), usual class: activators | 390,000 compounds, 0.24% hits | AID 1347120;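 also: potency is read from the fitted curve at half-maximal effect; plate controls were DMSO vehicle for no effect and reference control for full effect; nearly all actives have a fitted effect of over 55% in size; some results filed as inactive show a strong effect at the top dose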
#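 Yeast expressing FUS under galactose induction, OD 0.005 in 2% galactose medium; compounds in a dilution series, 24 h at 30C. Growth rescue by absorbance at 600 nm; CP55940 positive control, DMSO negative.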
# aSyn rescue = alpha-synuclein toxicity inhibition in yeast; Yeast expressing alpha-synuclein, growth rescue, BacTiter-Glo, 24 h; Potency, µM (titrated, usually from 46.1 µM), for inactives: at the top dose growth rescue (activation), actives largely listed as activators; 370,000 compounds, 0.14% hits; AID 652106; also: potency is read from the fitted curve at half-maximal effect; % of control where 0% means no effect; nearly all actives have a fitted effect of over 65% in size
#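 Galactose-induced alpha-syn yeast (OD600=0.02, raffinose-pregrown) + pinned cpd, 24 hr, 30 deg C; growth by BacTiter-Glo luminescence. Growth restoration scores as activation.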
# Mm-Cpn inhibitor = inhibitors of Methanococcus maripaludis chaperonin (MmCpn). purified Mm-Cpn ATPase, ADP Transcreener TR-FRET. Potency, µM (series often up to 76.9 µM), for inactives: at the top dose activity, negative = inhibition, actives largely listed as inhibitors. 330,000 compounds, 0.031% hits. AID 504842; also: potency is read from the fitted curve at half-maximal effect; % is scaled to controls: 0 for no effect and ±100 for the full control effect; nearly all actives have a fitted effect of over 80% in size
#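 Purified archaeal Mm-CPN (25nM final) preincubated 10 min at 37degC with compound, then 10uM ATP for 30 min at 37degC; ADP measured by HTRF Transcreener TR-FRET; buffer 30 mM TRIS pH 7.4, 100mM KCl, 5mM MgCl2, 1mM DTT.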
# GLP1R inv ag = acts as inverse agonist at human GLP-1 receptor. P43220. HEK293 GLP-1R CRE-luciferase, luminescence, 24 h; GLP-1R form is constitutively active. Potency, µM (series often up to 38.3 µM), for inactives: at the top dose activity change, negative = inhibition, actives largely listed as inhibitors. 410,000 compounds, 1.6% hits. AID 624417; also: potency is read from the fitted curve at half-maximal effect; % is scaled to controls: 0 for no effect and ±100 for the full control effect; nearly all actives have a fitted effect of over 55% in size
# Target sequence (P43220 whole entry, looked up): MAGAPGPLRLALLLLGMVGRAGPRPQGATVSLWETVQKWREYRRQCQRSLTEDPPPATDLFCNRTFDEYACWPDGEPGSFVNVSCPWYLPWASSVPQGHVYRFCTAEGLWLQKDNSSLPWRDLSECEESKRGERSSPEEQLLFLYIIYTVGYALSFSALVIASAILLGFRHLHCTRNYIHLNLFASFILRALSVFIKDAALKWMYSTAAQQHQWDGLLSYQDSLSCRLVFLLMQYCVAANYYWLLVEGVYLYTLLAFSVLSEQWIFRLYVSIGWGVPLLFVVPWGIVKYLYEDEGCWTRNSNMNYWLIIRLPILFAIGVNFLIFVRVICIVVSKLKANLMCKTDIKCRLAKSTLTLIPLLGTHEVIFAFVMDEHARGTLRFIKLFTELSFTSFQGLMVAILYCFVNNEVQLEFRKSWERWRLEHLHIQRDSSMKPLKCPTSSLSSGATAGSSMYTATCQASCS
#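 HEK293 cells stably co-expressing constitutively active GLP-1R and a cAMP-responsive luciferase reporter were seeded in DMEM with 10% Nu serum, given compounds after 12 h, and incubated 24 h at 37 deg C. Luminescence was then read.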
# Abeta yeast res = compounds reversing amyloid beta toxicity in yeast | yeast expressing A-beta42, growth rescue, OD600, 48 h; response scale: 0% DMSO, 100% iron-clioquinol control | 410,000 compounds, 0.063% hits | Potency, µM (titrated, usually from 46.1 µM), for inactives: top-dose growth rescue, hits mostly activators; also: potency is read from the fitted curve at half-maximal effect; nearly all actives have a fitted effect of over 55% in size
#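 Yeast A-beta toxicity model in growth medium with pinned compounds, 48 h at 30 C; growth read as absorbance at 600 nm. Normalized to FeCl3/clioquinol equimolar mix (positive) and DMSO (negative).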
# The depositor's hits bear a star; i = inactive; ? = inconclusive; . = not tested or not shown; [ ] = remark or other dose. Unless noted, calls follow the shape of the dose curve; as a rule, active = well fitted curve in the direction sought with a large enough effect; inconclusive = small, poorly fitted or top-dose-only effect, or another doubt; inactive = no such curve, though single readings can be large; an effect the other way counts as inactive or inconclusive. Some of the compounds tested; rates above refer to the full screens.
SMILES,HEK293 tox,Akt phos inh,TDP-43 yeast inh,PTHR1 agonist,FUS suppressor,aSyn rescue,Mm-Cpn inhibitor,GLP1R inv ag,Abeta yeast res
CCOc1ccccc1OCCCC(=O)Nc1sccc1C(N)=O,-12.0%,i,11.5%,-28.7%,13.5%,-8.8%,-0.9%,-3.1%,-3.5%
CC(=O)c1ccc(Nc2cnn(C34CC5CC(CC(CC(=O)O)(C5)C3)C4)c(=O)c2Cl)cc1,-1.9%,i,-21.4%,18.5%,12.7%,-2.0%,0.6%,4.6%,-23.9%
Cc1cc(C)c(OCC(=O)OC(C)C(=O)N2CCc3ccccc32)c(C)c1 (configuration not stated),-3.6%,i,22.4µM*,-14.7%,3.6%,-18.9%,1.2%,-3.0%,23.4%
CP(=O)(COC(=O)c1ccccc1)COC(=O)c1ccccc1,4.0%,i,-4.6%,19.4%[57.5 µM],-12.6%,-3.8%,0.5%,0.0%,-0.1%
CCOc1ccc2oc(C(=O)NCc3ccccc3CN3CCCC3)c(C)c2c1,-18.5%,i,-1.3%,i,?,-7.1%[1.84 µM],0.3%,?,-10.8%
COc1ccccc1CNC(=O)Cc1csc2nc(-c3ccc(F)cc3)cn12,-8.7%,.,7.7%,-43.3%[inhibitor],30.7%,.,.,?,?
NC(=O)NOCc1ccc(Cl)cc1Cl,8.2%,i,19.6%,i,-3.0%,0.0%,0.4%,57.0%[activator],5.8%
CC(C)Cc1nc(Cl)c(C#N)c2c1CCC2,6.1%,i,-2.7%,-12.2%,-21.4%,-3.1%,1.3%,3.0%,4.0%
CC12CCC(=O)N1C(C(=O)OCC(=O)Nc1sccc1C#N)CS2 (configuration not stated),4.1%,i,0.0%,i,35.3%,-5.5%,-3.5%,0.0%,2.7%
CC(C)N(CCCNC(=O)c1nn(C)c2c1CS(=O)(=O)c1ccccc1-2)Cc1ccccc1,-6.1%,i,-12.8%,?,-6.0%,-1.1%,2.8%,?,-2.3%
COc1ccccc1-c1ccc(=O)n(CC(=O)NC2CCc3ccccc32)n1 (configuration not stated),-12.8%,i,-7.8%,i,15.4%,0.2%,-8.6%,-19.7%,-10.9%
CC(CCc1ccccc1)NC(=O)C1CCCN(C(=O)c2cc3sccc3n2C)C1 (configuration not stated),-3.6%,.,-6.5%,-3.1%[57.5 µM],42.1%,26.8%,0.4%,0.0%,-5.9%
CCN(Cc1ccccc1)c1cc2c(c3c1ccn3C)C1CCC2O1 (configuration not stated),14.4%,i,6.0%,11.0%,3.2%,1.6%,.,?,-7.9%
C=CCOc1c(Br)cc(/C=N/Nc2ccc(C(=O)O)cc2)cc1OCC,-16.7%,i,-22.6%,-10.8%,.,2.6%,-20.3%,?,1.4%
O=C(CSc1nc2ccccc2n1Cc1ccccc1)NCc1ccccc1,-9.7%,.,0.0%,i,12.9%,.,.,?,-11.5%
CCOc1ccccc1CN1C(=O)c2ccccc2C1C(=O)NC(C)CC (configuration not stated),-9.1%,i,8.8%,-22.2%,14.9%,2.3%,-1.0%,3.7%,-3.2%
COc1ccc(OCC(=O)Nc2ccc(-c3nc4cc(C)cc(C)c4o3)cc2)cc1,18.8%,.,1.0%,i,4.2%,.,.,8.4%,-9.3%
O=[N+]([O-])c1ccc(Cl)c(/C=N/n2c(C3CCCCC3)n[nH]c2=S)c1,-23.3%,i,22.2%,i,4.9%,0.2%,-2.1%,0.0%,21.6%
CCOc1cc(C(=O)Nc2ccc(S(=O)(=O)NC3=NCCCCC3)cc2)cc(Br)c1OC,?,i,12.4%,-17.4%,37.0%,11.7%,0.2%,?,18.4%
O=[N+]([O-])c1ccc(Sc2n[nH]c(-c3ccccc3)n2)nc1,2.8%,i,4.0%,-23.2%,16.2%,-5.6%,-0.7%,1.6%,-11.0%
CN1C[C@@H](CO)O[C@@H](n2cnc3c(N4CCOCC4)ncnc32)C1,1.2%,i,?,i,-21.4%,-0.7%,.,18.8%,-10.0%
COc1ccc(CC(=O)Nc2ccc(-c3cn4ccc(C)cc4n3)cc2)cc1,-9.8%,i,-7.1%,-20.3%[57.5 µM],8.8%,-12.3%,-1.4%,-20.3%,0.6%
COc1ccc(-n2nc(C(=O)NCC(=O)N3CCC(C)CC3)c3ccccc3c2=O)c(OC)c1,-5.8%,i,2.7%,-79.1%,23.0%,2.3%,0.8%,30.7%[activator],-3.5%
O=C(O)CC1Cc2ccccc2C1C(=O)O (configuration not stated),-0.6%,i,22.0%,i,.,-1.4%,.,28.3%,1.6%
COc1ccc(C(=O)COC(=O)c2sc(C)nc2C)cc1OC,-2.4%,i,5.0%,-17.8%,10.0%,5.5%,-7.1%,36.3%[activator],-14.6%

# Single records, from the list above. Values in the order: HEK293 tox | Akt phos inh | TDP-43 yeast inh | PTHR1 agonist | FUS suppressor | aSyn rescue | Mm-Cpn inhibitor | GLP1R inv ag | Abeta yeast res
# `CN1C[C@@H](CO)O[C@@H](n2cnc3c(N4CCOCC4)ncnc32)C1` as listed: 1.2% | i | ? | i | -21.4% | -0.7% | . | 18.8% | -10.0%
# `CCN(Cc1ccccc1)c1cc2c(c3c1ccn3C)C1CCC2O1` (configuration not stated) as listed: 14.4% | i | 6.0% | 11.0% | 3.2% | 1.6% | . | ? | -7.9%

# The results go on.
SMILES,HEK293 tox,Akt phos inh,TDP-43 yeast inh,PTHR1 agonist,FUS suppressor,aSyn rescue,Mm-Cpn inhibitor,GLP1R inv ag,Abeta yeast res
COc1ccc(Cn2nnnc2CN(Cc2cc3ccc(C)cc3[nH]c2=O)C2CCCC2)cc1,-8.0%,i,-11.2%,i,15.7%,-0.9%,-0.9%,0.0%,21.0%
COc1ccccc1/C=N/Nc1nccnc1Cl,4.2%,i,-19.1%,i,-2.7%,1.4%,1.6%,1.0%,-15.1%
COc1ccc(C(=O)O)cc1S(=O)(=O)Nc1ccccc1-c1ccccc1,9.4%,i,-2.8%,-10.9%,10.2%,-0.4%,-0.1%,12.4%,11.3%
CCN1CCN(S(=O)(=O)c2ccc(Cl)c(C(=O)Nc3nnc(C)s3)c2)CC1,0.7%,i,-7.6%,-8.2%,-6.0%,3.9%,2.5%,1.6%,1.9%
COc1ccc(Cl)cc1N=C1NC(=O)CC(C(=O)Nc2ccccc2C(F)(F)F)S1 (configuration not stated),0.8%,.,29.9%,i,-8.2%,?,.,-0.4%,-67.4%[inhibitor]
Cc1ccc(NC(=O)COC(=O)CCNS(=O)(=O)c2ccc(C)c(C)c2)cc1,4.5%,i,19.4%,i,0.0%,-0.8%,1.6%,8.4%,14.9%
COc1cc(NC(=O)COC(=O)CNC(=O)c2ccc(C)cc2)c(C)cc1[N+](=O)[O-],1.9%,i,?,-15.3%,-6.7%,-3.5%,-0.8%,23.2%,-4.8%
CC1(C)CC(Cc2nc(=S)[nH][nH]2)C(=O)O1 (configuration not stated),0.6%,i,0.0%,-27.7%,-1.4%,-1.3%,0.1%,2.8%,-6.9%
Cc1c(NC(=O)c2ccc(NS(=O)(=O)c3ccc(F)c(F)c3)cc2)c(=O)n(-c2ccccc2)n1C,2.7%,i,12.4%,i,14.6%,4.9%,0.1%,-0.8%,-9.0%
CCN1CCN(S(=O)(=O)c2ccc(Cl)c(C(=O)N(C)Cc3cccs3)c2)CC1,-3.4%,i,20.6%,-55.2%,-10.1%,-1.1%,0.7%,-6.1%,2.2%
CCn1c(SCC(=O)N/N=C/c2ccccc2OCC(=O)O)nnc1-c1ccc(OC)cc1,-8.7%,i,-13.1%,-7.0%,5.6%,-5.3%,-5.8%,0.8%,11.2%
CCOc1ccc(C(C)NC(=O)c2cccnc2OCC)cc1OCC (configuration not stated),-6.9%,i,-4.2%,i,-4.4%,1.0%,-6.8%,36.5%[activator],-7.7%
Clc1ccccc1-c1nnc2sc(CCc3ccccc3)nn12,-24.6%,i,26.8%,-7.4%,23.0%,-7.0%,-8.9%,-0.1%,9.8%
CCc1ccc(NC(=O)c2ccc3c(=O)n4nc(Nc5ccccc5C)sc4nc3c2)cc1,-1.2%,.,18.2%,i,-15.9%,0.9%,.,-4.2%,-12.7%
Cc1cc(C(F)(F)F)n2nc(-c3sccc3-n3cccc3)cc2n1,-10.7%,i,-13.0%,i,.,-5.6%,0.5%,-23.7%,2.9%

# Fetched by structure from above, 5 records:
SMILES,HEK293 tox,Akt phos inh,TDP-43 yeast inh,PTHR1 agonist,FUS suppressor,aSyn rescue,Mm-Cpn inhibitor,GLP1R inv ag,Abeta yeast res
COc1ccccc1/C=N/Nc1nccnc1Cl,4.2%,i,-19.1%,i,-2.7%,1.4%,1.6%,1.0%,-15.1%
CCc1ccc(NC(=O)c2ccc3c(=O)n4nc(Nc5ccccc5C)sc4nc3c2)cc1,-1.2%,.,18.2%,i,-15.9%,0.9%,.,-4.2%,-12.7%
CCN1CCN(S(=O)(=O)c2ccc(Cl)c(C(=O)Nc3nnc(C)s3)c2)CC1,0.7%,i,-7.6%,-8.2%,-6.0%,3.9%,2.5%,1.6%,1.9%
COc1ccc(Cn2nnnc2CN(Cc2cc3ccc(C)cc3[nH]c2=O)C2CCCC2)cc1,-8.0%,i,-11.2%,i,15.7%,-0.9%,-0.9%,0.0%,21.0%
Cc1cc(C(F)(F)F)n2nc(-c3sccc3-n3cccc3)cc2n1,-10.7%,i,-13.0%,i,.,-5.6%,0.5%,-23.7%,2.9%
